From PubChem
Scp1 inh – inhibitors of human Scp-1 phosphatase; Recombinant Scp1, phosphopeptide, malachite green phosphate absorbance; inhibition, % at 20 µM; 340,000 compounds, 0.88% hits; AID 493091;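 active means inhibition above about 50% at 20 µM, limit read from the data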;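 further: plate controls were DMSO wells with enzyme for no effect and wells lacking enzyme for full effect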
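Material – SCP-1 phosphatase catalytic domain, residues 76-261 · Buffer or medium – Acidic Tris acetate buffer with magnesium and detergent · Also added – Phospho 17-mer peptide substrate · Compound – single 20 µM dose, 1% DMSO · Times – 45 min room-temperature reaction, 5 min colour, 30 min stabiliser · Technique – Phosphate-binding colour reagent, absorbance read at 630 nm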
Tb MetRS inh – blocks T. brucei methionyl-tRNA synthetase activity. purified T. brucei MetRS, ATP depletion, Kinase-Glo luminescence. inhibition, % at 11.9 µM. 360,000 compounds, 0.4% hits. AID 624268;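 active means inhibition above a per-plate cutoff of the control wells' mean inhibition plus 3 SD, cut at about 5.5% in these data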;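 further: 0% = DMSO wells median and 100% = median of wells with control inhibitor compound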
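technique = Kinase-Glo luminescence, ATP depletion format | system = purified MetRS (methionyl-tRNA synthetase) enzyme from Trypanosoma brucei | timing = 15 min preincubation, 2 h reaction, all 25 °C | evaluation = percent inhibition versus plate control medians | dosing = single dose, 11.9 µM final nominal, 0.9% final DMSO | also added = substrates ATP, L-methionine and bulk Escherichia coli tRNA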
CSN inh – blocks human CSN-mediated cullin deneddylation; Q92905; Purified CSN, SCF-Nedd8-OG deneddylation, fluorescence polarization; inhibition, % at 12.5 µM; 360,000 compounds, 0.38% hits;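 active means pattern-corrected inhibition above about 35%, with an unprinted fluorescence ratio check between 0.5 and 1.5, limit read from the data, passing the limit was not always enough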;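 further: 0% = enzyme with substrate and 100% = substrate without enzyme; some results filed as inactive read as strong as hits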
Target sequence (Q92905 whole entry, looked up, one chain of several): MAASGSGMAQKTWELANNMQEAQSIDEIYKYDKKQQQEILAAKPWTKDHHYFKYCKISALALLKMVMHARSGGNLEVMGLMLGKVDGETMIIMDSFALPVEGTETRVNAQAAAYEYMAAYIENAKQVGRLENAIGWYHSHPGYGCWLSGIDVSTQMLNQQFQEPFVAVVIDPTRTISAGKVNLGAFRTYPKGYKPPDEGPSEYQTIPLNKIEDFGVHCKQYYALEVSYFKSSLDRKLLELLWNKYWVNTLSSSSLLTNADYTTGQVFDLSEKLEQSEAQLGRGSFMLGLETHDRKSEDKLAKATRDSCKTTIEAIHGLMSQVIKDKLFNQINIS
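Test system: Human Csn5 produced in HEK293T cells | Compound: 12.5 µM single point | Times: 90 min, room temperature | Signal: Fluorescence polarization readout | Read-out basis: % inhibition of substrate cleavage by Csn5 | Controls: no-enzyme wells high, enzyme-with-substrate wells low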
SUMO1 PPI mod – SUMO1-SIM interaction modulation; inhibition, % at 20 µM; SUMO1 binding to a labelled peptide, TR-FRET, 1 h; 360,000 compounds, 0.33% hits; in the data active means inhibition above about 37%
Target sequence (P63165 whole entry, looked up): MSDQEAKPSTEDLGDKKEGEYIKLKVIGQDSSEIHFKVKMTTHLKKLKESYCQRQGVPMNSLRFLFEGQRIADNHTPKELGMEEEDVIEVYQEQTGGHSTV
NadD inh – inhibitors of Staphylococcus aureus NadD; purified NadD enzyme, colorimetric absorbance read-out; inhibition, % at 20 µM; 360,000 compounds, 0.78% hits; in the data active means inhibition above about 26%; further: some compounds past the cut are filed as inactive
STEP block – inhibitors of human striatal-enriched phosphatase STEP | recombinant STEP, OMFP fluorogenic substrate, fluorescence | inhibition, % at 20 µM | 360,000 compounds, 0.25% hits | AID 588621;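 active means inhibition at 20 µM, scaled per plate between control wells, above about 37%, limit read from the data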;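 further: 0% = DMSO with enzyme and substrate and 100% = substrate only without enzyme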
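System: STEP (striatal-enriched tyrosine phosphatase) enzyme, cell-free; medium: Bis-Tris pH 6.0 buffer with DTT, detergent; dosing: 20 µM, 1% DMSO; times: reaction 20 min, ambient temperature; detection: fluorescence, 480/540 nm; read-out basis: normalized % inhibition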
Rpn11 inh – Rpn11 (human) deubiquitinase inhibition; calls only at 20 µM; 360,000 compounds, 0.59% hits; AID 588493; human 26S proteasome, Ub4-pepOG fluorescence polarization; 20S core pre-blocked with epoxomicin; O00487;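 active means inhibition at 20 µM, scaled to each plate's controls, above about 33%, limit read from the data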
Target sequence (O00487 whole entry, looked up): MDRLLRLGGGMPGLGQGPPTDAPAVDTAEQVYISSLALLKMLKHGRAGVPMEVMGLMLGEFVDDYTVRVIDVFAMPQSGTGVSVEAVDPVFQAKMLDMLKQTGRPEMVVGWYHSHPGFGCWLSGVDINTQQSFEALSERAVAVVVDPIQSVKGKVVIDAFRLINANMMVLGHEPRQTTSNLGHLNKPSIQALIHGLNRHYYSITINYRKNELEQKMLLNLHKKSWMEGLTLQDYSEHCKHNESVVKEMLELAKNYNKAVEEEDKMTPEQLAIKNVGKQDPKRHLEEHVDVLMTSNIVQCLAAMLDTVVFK
DNMT1 block – DNMT1 (human) enzyme inhibition | 360,000 compounds, 0.83% hits | DNMT1 molecular beacon, Hinp1I cleavage, fluorescence | inhibition (reported as % activation of signal), % at 10 µM | AID 588458; in the data active means inhibition above about 50%
MsrA inh – inhibitors of bovine MsrA. purified bovine MsrA, absorbance read-out. inhibition, % at 15.5 µM. 360,000 compounds, 0.75% hits; in the data active means inhibition above about 4.5%;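 further: 0% = vehicle wells with enzyme and 100% = reference inhibitor wells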
LMPTP block – blocks human LMPTP phosphatase | P24666 | recombinant LMPTP-A, OMFP fluorogenic substrate, fluorescence intensity | inhibition, % at 20 µM | 360,000 compounds, 0.22% hits;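 active means compounds that cut the enzyme signal by at least half of the control window in the single-dose screen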;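 further: plate controls were DMSO wells with enzyme plus substrate for no effect and substrate without enzyme for full effect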
Target sequence (P24666 whole entry, looked up): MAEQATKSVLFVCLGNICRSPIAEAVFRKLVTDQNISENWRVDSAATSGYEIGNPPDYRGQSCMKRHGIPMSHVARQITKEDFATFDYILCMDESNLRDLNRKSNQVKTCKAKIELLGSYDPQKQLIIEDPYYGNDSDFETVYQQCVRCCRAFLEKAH
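Test system – LMPTP-A enzyme · Amount – LMPTP-A at 0.625 nM final in the reaction · Buffer or medium – Bis-Tris pH 6.0, DTT, detergent · Reagent – OMFP 400 µM · Doses – single 20 µM dose · Schedule – reaction 50 min, room temperature, dark · Detection – fluorescence intensity of OMFP turnover product · Evaluation – percent inhibition versus substrate-only and uninhibited controls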
The depositor's hits bear a star; i = inactive; . = no result given.

nr	molecule	MsrA inh	CSN inh	NadD inh	SUMO1 PPI mod	LMPTP block	DNMT1 block	Scp1 inh	Tb MetRS inh	Rpn11 inh	STEP block
1	CC(C)C(C(=O)NCC1CCCO1)N(C(=O)CNS(=O)(=O)c1ccc(F)cc1)C1CCCCC1 (configuration not stated)	0.5	4	3	2	-1.0	3	-3	-0.4	i	0
2	CC(C)=CCN1CCN(CCCc2ccccc2)CC1CCO (configuration not stated)	-0.1	-3	-7	3	-2.3	2	-4	0.3	i	-4
3	Cc1cc(C)c2nc(N3CCCC(C(=O)NCCN4CCOCC4)C3)sc2c1 (configuration not stated)	1.7	1	-1	-3	0.2	1	-6	-0.1	i	0
4	CCOC(=O)c1ccc(-c2c(-c3ccc(OC)cc3)oc(=O)c3cc(OC)c(OC)cc23)cc1F	-1.5	0	1	-5	2.1	-5	-3	0.0	i	3
5	Cc1ccc(NC(=O)CSc2nnc(CNC(=O)c3ccco3)o2)cc1Cl	-0.3	-1	-1	-1	-0.9	1	-3	0.2	i	-1
6	CN1N=C(C(=O)N2CCc3c([nH]c4ccccc34)C2c2ccccc2Cl)CCC1=O (configuration not stated)	-0.2	-5	-4	3	-0.3	-2	-5	-0.6	i	3
7	CCCCCCN1C2=NCCN2c2ccccc21	-0.1	-5	2	-1	0.6	-1	-11	0.1	i	3
8	Cc1n[nH]c(C)c1Cc1c(F)cccc1Cl	-0.1	5	-2	5	-1.1	-1	-4	-0.2	i	-5
9	COc1ccc(C(=O)NC2CCSC2=O)cc1 (configuration not stated)	1.4	1	3	-1	-0.2	-4	-6	0.1	i	1
10	CCOc1cc(/C=C2/C(=N)N3N=C(C)SC3=NC2=O)ccc1OS(=O)(=O)c1ccc(C)cc1	-0.3	4	6	19	1.4	75*	-9	0.0	i	-1
11	Cc1cc[n+](CC(=O)Nc2ccccc2)cc1	-0.9	-3	-1	8	0.4	2	-6	-0.1	i	-6
12	c1ccc(CC2CCN(C(c3cccs3)c3nnnn3C3CCCC3)CC2)cc1 (configuration not stated)	0.4	-4	6	-2	4.1	-2	5	-0.7	i	5
13	CCCC1CCc2c(sc(N)c2C(N)=O)C1 (configuration not stated)	0.4	5	24	-2	0.8	-11	-4	-1.1	i	14
14	CCOC(=O)c1sc(N)c(C(=O)OCC)c1COC(=O)C1CC(=O)N(Cc2ccco2)C1 (configuration not stated)	2.6	6	-7	0	0.9	-3	-10	-1.0	i	4
15	OCC[C@@H]1C[C@H](O)[C@@H](O)[C@@]2(CCCO2)O1	0.2	1	0	2	0.0	-1	-4	-0.3	i	-1
16	Cc1ccc(C)c(OCC(=O)Nc2ccccc2C(=O)N2CCOCC2)c1	-0.9	2	0	6	-0.3	0	-4	-0.3	i	0
17	C[C@@H]1CN([C@H](C)CO)C(=O)c2c(c3ccccc3n2C)-c2ccccc2CO[C@H]1CN(C)C(=O)c1cc(Cl)cc(Cl)c1	1.8	4	4	1	-0.5	-1	.	-1.0	i	0
18	COc1cc(C(=O)O[C@H]2C/C(C)=C/CC[C@]3(C)O[C@@H]3C(O)C2C(C)C)cc(OC)c1OC (some centres not stated)	-0.5	2	-5	5	2.8	3	-9	-1.0	i	-1
19	Cc1cc(C(F)(F)F)nn1CCCNC(=O)c1cnccn1	0.8	5	4	-3	-1.6	3	-4	-0.4	i	-2
20	CCOC(=O)Cc1c(C)nc(-c2ccccc2)[nH]c1=O	-1.5	2	4	0	2.4	-7	-2	-0.8	i	-4
21	CCOc1ccc(C(C)=O)cc1COC(=O)CCc1cc(OC)c(OC)c(OC)c1	-0.8	4	-8	-3	3.4	26	-6	0.0	i	1
22	C#Cc1ccc([C@@H]2C=C(C(=O)O)O[C@H](OCc3ccc(CO)cc3)C2)cc1	0.5	7	4	-1	-0.1	45	57*	-0.3	i	2
23	O=C(C[n+]1cccc(NC(=O)c2ccccc2)c1)c1cccc([N+](=O)[O-])c1	-0.6	3	3	-16	-0.4	-4	-1	-0.4	i	0
24	CCOc1cccc(CN2CCCC(C(=O)c3cc(Cl)ccc3OC)C2)c1O (configuration not stated)	-0.7	4	-1	1	0.3	11	3	-1.4	i	4
25	O=C(CN1C(=O)NC2(CCCCC2)C1=O)NCCC1=CCCCC1	-0.5	-1	4	3	-0.3	0	-5	-0.3	i	-4

One compound at a time, from the list above:
CCOc1ccc(C(C)=O)cc1COC(=O)CCc1cc(OC)c(OC)c(OC)c1 across the screens: MsrA inh = -0.8; CSN inh = 4; NadD inh = -8; SUMO1 PPI mod = -3; LMPTP block = 3.4; DNMT1 block = 26; Scp1 inh = -6; Tb MetRS inh = 0.0; Rpn11 inh = i; STEP block = 1
Cc1ccc(C)c(OCC(=O)Nc2ccccc2C(=O)N2CCOCC2)c1 across the screens: MsrA inh = -0.9; CSN inh = 2; NadD inh = 0; SUMO1 PPI mod = 6; LMPTP block = -0.3; DNMT1 block = 0; Scp1 inh = -4; Tb MetRS inh = -0.3; Rpn11 inh = i; STEP block = 0

2 compounds from above, showing only CSN inh, LMPTP block and STEP block:
nr	structure	CSN inh	LMPTP block	STEP block
13	CCCC1CCc2c(sc(N)c2C(N)=O)C1 (configuration not stated)	5	0.8	14
14	CCOC(=O)c1sc(N)c(C(=O)OCC)c1COC(=O)C1CC(=O)N(Cc2ccco2)C1 (configuration not stated)	6	0.9	4

(more compounds)
nr	molecule	MsrA inh	CSN inh	NadD inh	SUMO1 PPI mod	LMPTP block	DNMT1 block	Scp1 inh	Tb MetRS inh	Rpn11 inh	STEP block
26	COc1ccnc2c1c(=O)n(Cc1ccccc1Cl)c(=O)n2C	-0.7	1	-3	-5	-0.4	-3	0	-0.4	i	-1
27	CCCCc1c(C(=O)O)cc(OC)cc1C(=O)O	0.5	-4	3	0	-2.2	0	-2	-0.1	i	2
28	CC(=O)Nc1ccc(OCC(=O)c2ccc(C)cc2C)cc1	-1.4	0	2	3	0.0	-2	-11	0.4	i	4
29	Cc1ccc(S(=O)(=O)N(Cc2ccc([N+](=O)[O-])cc2)C(=O)N2CCN(C)CC2)cc1	0.4	4	-3	-22	-1.2	-1	-2	-0.5	i	0
30	Cc1nc2ccccc2c(=O)n1NS(C)(=O)=O	-1.6	-3	3	-1	-1.4	-4	-1	-0.9	i	-8
31	COc1ccc(-c2nn(Cc3ccccc3)cc2C(=O)N2CCN(c3ccccn3)CC2)cc1OC	0.0	0	3	3	0.7	-6	0	-0.2	i	-4
32	CCOC(=O)/C(C#N)=C1/SC(C)C(=O)N1c1ccc(Br)cc1 (configuration not stated)	1.6	2	4	-2	-0.2	0	-6	-1.1	i	1
33	O=C(NOCc1ccccc1)c1coc(-c2ccccc2)n1	2.2	-2	-2	4	-0.5	-1	8	-0.5	i	-1
34	O=C(COc1ccc(Cl)cc1)Nc1ncccn1	-1.0	-8	-7	2	-1.3	2	-4	-0.2	i	2
35	CC(C)c1ccc(NC(=O)CCN2C(=O)c3ccc([N+](=O)[O-])cc3C2=O)cc1	-1.2	-5	-1	-10	-0.7	1	-2	0.4	i	-1
36	O=C(O)CSc1ccc(NC(=O)Nc2ccccc2F)cc1	-0.2	-2	-5	1	-0.9	1	2	0.0	i	-1
37	COCc1nnc(NC(=O)C2CC(=O)N(C3CCCC3)C2)s1 (configuration not stated)	0.8	4	-8	-1	-0.1	0	-5	-0.3	i	-1
38	c1nc(COc2nsnc2N2CCOCC2)cs1	0.0	6	-2	-3	0.3	-4	9	-1.4	i	-1
39	CCCOc1ccc(NC(=O)CCC(=O)NC(C)c2ccccc2)cc1 (configuration not stated)	0.8	1	1	0	0.2	-2	-2	-0.6	i	-2
40	CC(=O)C1=C(O)CC(C)(C)CC1=NCCc1nc2ccccc2[nH]1	0.7	1	-4	0	-0.7	0	2	0.0	i	-2
41	C/C(=N\NC(=O)c1ccccn1)C12CC3CC(CC(C3)C1)C2	0.2	4	2	2	-1.7	2	-4	-0.6	i	-1
42	Cc1ccc(OCCCC(=O)NC(C)c2ccccc2)c(C)c1 (configuration not stated)	0.7	-2	-3	-3	0.4	-2	-16	-0.5	i	4
43	CCc1nc2ccccc2c(C(=O)NCc2ccc(OC)cc2)c1C	0.0	-1	-5	1	0.3	-3	2	-0.4	i	-4
44	CC1CN(S(=O)(=O)c2ccc(C(=O)Nc3ccccc3F)cc2)CC(C)O1 (configuration not stated)	0.8	-3	-10	2	0.5	3	1	-0.3	i	-1
45	O=C(Nc1cccc2cccnc12)c1cccc(N2C(=O)CCC2=O)c1	0.7	-6	4	-7	-0.7	1	4	-0.6	i	-2
46	N#C/C(C(=O)N1CCOCC1)=c1/s/c(=C\c2ccccn2)c(=O)n1-c1ccccc1	1.2	-3	-1	-17	-1.2	0	1	-1.0	i	-1
47	CC(C)(C)c1ccc(N2C(=O)CC(c3ccccc3)C2=O)cc1 (configuration not stated)	0.2	-2	-9	4	-2.6	1	-2	-1.2	i	-4
48	O=C(NC1CC2CCCC(C1)N2Cc1cccs1)N1CCOCC1 (configuration not stated)	0.1	4	1	0	-0.3	2	-1	0.6	i	0
49	O=C(CCc1nnc2ccc(NCc3ccco3)nn12)Nc1ccc(F)cc1F	-1.0	-8	4	5	-0.5	1	2	0.0	i	-1
